phage Ecoli inh – E. coli growth loss with phage present | growth absorbance | inhibition, % at 11.9 µM | 0.26% of 360,000 active; in the data active = inhibition above about 11%
SR-BI DiI inh – blocks mouse SR-BI lipid uptake from DiI-HDL; ldlA[mSR-BI] CHO cells, DiI-HDL uptake fluorescence, 3 h; Q61009; AID 488896; 0.96% of 320,000 active; inhibition, % at 12.5 µM;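 active = mean replicate inhibition of at least 70% and a set share of replicates each scoring 70 or more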;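 also: 0% = median of neutral control wells and 100% = median of positive control wells; values of inactives mirror those of a sister screen read the other way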
Target sequence (Q61009 whole entry, looked up): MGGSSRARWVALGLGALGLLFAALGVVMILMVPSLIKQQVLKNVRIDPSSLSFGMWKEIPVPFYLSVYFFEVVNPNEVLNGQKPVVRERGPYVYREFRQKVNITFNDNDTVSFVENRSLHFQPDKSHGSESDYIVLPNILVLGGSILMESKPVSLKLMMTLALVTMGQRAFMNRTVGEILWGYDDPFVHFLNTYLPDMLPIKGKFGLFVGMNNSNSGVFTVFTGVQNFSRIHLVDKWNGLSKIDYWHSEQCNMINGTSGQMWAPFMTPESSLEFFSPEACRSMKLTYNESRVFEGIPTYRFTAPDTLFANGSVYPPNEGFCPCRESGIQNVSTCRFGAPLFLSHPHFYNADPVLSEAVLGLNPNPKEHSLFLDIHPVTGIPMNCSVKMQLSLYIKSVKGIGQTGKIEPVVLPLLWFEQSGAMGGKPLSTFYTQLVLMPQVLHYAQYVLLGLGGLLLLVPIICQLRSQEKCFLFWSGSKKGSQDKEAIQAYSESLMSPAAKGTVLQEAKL
CAL PDZ FP-1 – blocks peptide binding to human CAL PDZ domain. Q9HD26. purified CAL PDZ, TMR-peptide fluorescence polarization, 1 h. inhibition, % at 20 µM. 0.02% of 330,000 active. AID 504414;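 active = highest replicate inhibition of at least 40%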;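 also: plate controls were DMSO neutral control wells for no effect and unlabeled competitor peptide control wells for full effect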
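System: tagged CAL PDZ domain. Schedule: 1 h room-temperature incubation prior to read. Signal: fluorescence polarization (mP). Measure: percent inhibition from loss of millipolarization.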
AddAB inh – less growth of phage-infected E. coli with AddAB. 0.29% of 330,000 active. E. coli expressing H. pylori AddAB, absorbance growth. inhibition, % at 11.9 µM; in the data active = inhibition above about 12%;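 also: 0% = vehicle wells of infected cells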
MITF TRPM1 HTS – MITF TRPM1 promoter activation in melanoma cells; SK-MEL-5 TRPM1-promoter luciferase, 24 h; % of positive control, neutral wells = 0; activation, % at 12.5 µM; 0.75% of 300,000 active; AID 588334;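 active = mean activation of at least 80% with every replicate also reaching 80%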;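 also: 0% = neutral control wells and 100% = parthenolide positive control wells; values of inactives mirror those of a sister screen read the other way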
SR-BI DiI-HDL act – enhances SR-BI lipid uptake from DiI-HDL | CHO ldlA[mSR-BI] cells, DiI-HDL uptake fluorescence, 3 h; 100 = double the neutral-control signal | activation, % at 12.5 µM | 0.096% of 320,000 active;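 active = mean replicate activation of at least 60% and every replicate at or above 60%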;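 also: 0% = median plate neutral-control signal and 100% = twice that signal; values of inactives mirror those of a sister screen read the other way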
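Test system: SR-BI-overexpressing, LDLR-lacking CHO cells; Medium: Ham's F12 with 0.5% BSA, HEPES 25 mM, pH 7.4; Schedule: 3 h, 37 °C; Technique: bottom-read fluorescence, 550/595 nm.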
CAL PDZ FP-2 – blocks peptide binding to the human CAL PDZ domain. Q9HD26. inhibition, % at 24.9 µM. purified CAL PDZ, TMR-peptide fluorescence polarization, 1 h. AID 602252. 0.92% of 300,000 active;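 active = mean inhibition of at least 30% with at least half of replicates also reaching 30%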;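 also: 0% = DMSO neutral control and 100% = excess unlabeled competitor peptide PRC23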
Wnt act – activates Wnt/beta-catenin signaling in a reporter cell assay | activation, % at 9.35 µM | 1.2% of 300,000 active | activator, plate reader | AID 743398; in the data active = activation above about 30%, passing the limit was not always enough;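 also: 0% = neutral control wells and 100% = positive control wells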
E coli growth – counter-screen for AddAB inhibitors: E. coli growth inhibition | inhibition, % at 11.9 µM | 0.27% of 330,000 active | AID 449728 | E. coli V3065 growth, OD600 absorbance, 18 h;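 active = inhibition above the campaign's mean inhibition across all tested compounds plus 3 SD, cut at about 9.9% in these data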;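 also: uninfected addAB+ strain grown without phage in ampicillin broth; 0% = DMSO wells and 100% = ciprofloxacin 0.95 µg/ml wells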
Tat export inh – E. coli Tat transport inhibition. E. coli MC4100 TorA-mCherry Tat export, fluorescence. inhibition, % at 10 µM. 0.036% of 340,000 active. AID 488895;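 active = mean replicate inhibition at least 50% and at least half of replicates individually reaching 50%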;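 also: exported cargo escapes ClpAP degradation while cytoplasmic cargo is degraded and loses fluorescence; 0% = median of neutral control wells and 100% = median of NaSCN control wells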
Starred values were filed as active, the others as inactive; · = not tested or not shown.

Every second line gives: phage Ecoli inh, SR-BI DiI inh, CAL PDZ FP-1, AddAB inh, MITF TRPM1 HTS, SR-BI DiI-HDL act, CAL PDZ FP-2, Wnt act, E coli growth, Tat export inh
O=C(NC(CO)(CO)CO)[C@@H]1CCCN1S(=O)(=O)c1cccc2cccnc12
  3.1, -17, -0.3, -0.6, 3, 17, -4, 2, -0.4, -4
CCCc1cc(=O)oc2cc(C)cc(OCC(=O)Nc3ccccn3)c12
  1.7, 61, -2.7, 1.4, 12, -61, -1, -1, 0.6, -8
CCOc1ccc(CNc2nnnn2C)cc1
  -0.5, 20, 0.2, -0.2, 6, -20, -1, -3, -0.7, 1
COc1ccc(C(=O)CSc2nnc(-c3ccccc3)o2)cc1
  0.3, ·, -0.6, 2.4, -9, ·, -2, ·, 0.0, -3
Cc1ccc(/C=N/NC(=O)c2ccncc2)cc1
  0.3, -6, -0.9, 0.4, ·, 6, 3, 1, 0.9, -1
CC(=O)N(C)c1ccc(NC(=O)N2CCOCC2)cc1
  -0.4, 3, 0.2, 2.3, -7, -3, ·, 6, -0.1, -6
COc1ccc(OC)c(-c2cc(C(=O)N3CCN(c4ccccc4)CC3)no2)c1
  0.6, 29, -2.9, 1.8, -7, -29, ·, 1, -0.6, 9
Cc1cc(Cl)ccc1OC(C)C(=O)NCCCn1ccnc1 (centres undefined)
  3.6, -13, -3.3, 1.6, -8, 13, -3, -2, 0.0, 3
CCc1cc(=O)oc2c(CN3CCN(C)CC3)c(O)ccc12
  1.6, -19, -0.6, 0.4, -5, 19, ·, -2, -1.0, 0
O=C(Nc1ccccc1N1CCCCC1)c1cccc(F)c1
  3.5, 7, 2.5, 2.4, ·, -7, -1, 0, 0.2, 6
CCCc1nc2c(nnn2Cc2ccccc2F)c(=O)[nH]1
  2.0, -12, -2.1, 1.6, 0, 12, -1, 5, 0.6, -5
Cc1ccc(-n2nc(C)c3c2OC(N)=C(C#N)C3c2cccs2)cc1 (centres undefined)
  1.2, -35, -2.2, 0.3, -17, 35, 2, 1, -1.7, 1
Cc1c(C#N)c(O)n(C)c(=O)c1N=Nc1ccc(S(N)(=O)=O)cc1
  4.4, -28, 0.1, ·, -17, 28, ·, 0, ·, 0
CC(/C=N/NC(=O)c1nnn(-c2nonc2N)c1C)=C\c1ccccc1
  -2.1, ·, -2.2, 3.4, 51, ·, 0, 1, -0.9, 2
Nn1c(SCC(=O)NCc2ccccc2)nncc1=O
  3.7, 2, -0.6, 3.1, -7, -2, -2, -1, 2.2, 1
COc1ccc2oc(=O)cc(CN3CCOCC3)c2c1
  0.1, -19, -1.4, -0.4, ·, 19, ·, 2, -1.5, -12
O=C(CNc1ccc2ccccc2c1)N/N=C/c1ccc(OC(=O)/C=C/c2ccco2)cc1
  0.1, 27, -2.0, 0.2, -7, -27, 11, 51*, 0.9, -10
CC(C)c1ccc(Nc2nc(CC(=O)O)cs2)cc1
  4.9, -6, -2.2, 1.6, 74, 6, 5, 17, -0.3, -17
CC(=O)NC(=S)Nc1sc2c(c1C#N)CCCCC2
  1.5, -4, -0.8, ·, 47, 4, 0, 28, ·, -7
COCCCN(CC(=O)Nc1ccc(N2CCOCC2)cc1)S(=O)(=O)c1ccc(C)cc1
  -0.9, -8, -1.5, 1.0, 1, 8, -8, -2, -0.8, 2
CC(=O)N(C)c1ccc(NC(=S)NCC(C)C)cc1
  4.5, -14, -4.9, 2.4, 7, 14, 4, -1, 2.2, -1
COc1ccc(NC(=S)NC(=O)/C=C/c2ccccc2)cc1
  0.0, 3, -0.4, 3.0, 9, -3, -7, -1, 0.0, 4
O=C1Cc2ccccc2C(=O)N1Nc1ccccc1
  2.8, -21, -0.4, ·, -5, 21, -1, -4, ·, 6
COc1ccccc1NC(=O)c1ccc(NS(=O)(=O)c2c(C)noc2C)cc1
  2.5, 0, -1.7, 2.7, -2, 0, 3, ·, -1.6, 0
COCCN=C1Sc2nc3ccc(C)cc3cc2CN1Cc1ccco1
  1.6, 24, -2.9, 0.8, 24, -24, ·, -3, -2.4, -1
CCOC(=O)CC(C#N)c1cn(C)c2ccccc12 (centres undefined)
  2.4, 28, -1.8, -0.8, -8, -28, -7, ·, -1.4, 3
Cc1ccc(O)c(CNc2nc3ccccc3[nH]2)c1
  2.6, 17, -1.2, ·, ·, -17, -7, 5, ·, -18
CC(O)C(=O)N/N=C/c1ccccc1C(=O)O (centres undefined)
  2.9, -12, -0.7, 2.2, 1, 12, -2, 0, -2.3, 9
CN(C(=O)CCN1C(=O)c2ccccc2C1=O)c1ccccc1
  0.7, 8, -0.6, 1.5, 8, -8, ·, 0, 1.3, 2
O=C(CN1C(=O)NC2(CCCC2)C1=O)Nc1ccc(S(=O)(=O)N2CCOCC2)cc1
  2.1, -18, -0.1, 2.2, -10, 18, 6, -16, -0.3, -4
CC(C)N1CCc2[nH]c(=S)[nH]c(=O)c2C1
  2.3, -50, 0.8, 1.5, 13, 50, 1, ·, 0.0, 0
CN(C)C(=O)CSc1cnc2ccccc2n1
  5.7, -4, -1.0, -2.1, -13, 4, 4, -6, 0.8, 1
Cc1ccc(C(=O)O)cc1Nc1ncnc2sc3c(c12)CCC3
  2.3, -32, 0.1, 1.8, -4, 32, 0, -1, 1.2, 6
COCCCNC(=O)c1ccc(CNS(=O)(=O)c2ccc(NC(C)=O)cc2)cc1
  0.8, -4, -3.0, 2.6, -8, 4, -4, ·, -1.4, 4
CCOC(=O)c1sc(NC(=O)C2CSC3(C)CCC(=O)N23)nc1C (centres undefined)
  6.0, -6, -0.5, 3.2, ·, 6, -6, 2, 3.9, -2
O=C(/C=C/c1ccc(F)cc1)Nc1ccc(S(=O)(=O)Nc2ncccn2)cc1
  2.8, ·, -4.3, 0.1, 6, ·, -2, -3, -0.1, -4
COC(=O)c1cccc(C(=O)N2CCC(CO)(CCc3ccccc3)CC2)c1
  4.3, -9, 8.2, 2.1, 1, 9, 3, 0, 0.6, 4
COc1ccc(CC2(CO)CCN(S(=O)(=O)c3cccc4cccnc34)CC2)cc1
  0.3, 0, -1.5, 3.2, ·, 0, -4, -2, 1.5, -10
O=C(Nc1ccccc1-c1ccccc1)c1cnccn1
  2.8, 19, -1.6, 2.0, 28, -19, -3, -2, -1.1, -5
COCCN1C(=O)N[C@@H](c2cccs2)C(C(C)=O)=C1C
  3.3, -12, 1.3, 4.8, 3, 12, -4, -1, 1.9, -2
CCOc1ncccc1C(=O)N1CCCSC1=Nc1ccc(C(C)=O)cc1
  1.5, 41, -2.2, 5.1, -6, -41, -2, 0, 1.0, -5
CC(c1ccco1)N(C(=O)C12CC3CC(CC(C)(C3)C1)C2)c1ccccn1 (centres undefined)
  1.4, -14, -0.4, -1.1, -10, 14, 0, 0, -0.5, -11
Cc1ccc(NC(=O)CSc2nnc(C(F)(F)F)n2C)cc1[N+](=O)[O-]
  2.9, -29, -0.2, -1.7, 6, 29, -4, 6, 1.4, 5
CCNCCNC(=O)c1c(O)c2ccccc2n(CC)c1=O
  2.0, 11, -2.5, 2.0, 4, -11, 1, ·, -0.7, 0
CC(=O)c1cccc(NC(=O)CSc2nc(C3CC3)nc3ccccc23)c1
  -0.9, ·, -1.7, 2.8, -1, ·, ·, 17, 1.3, 2
CC(c1ccccc1)C1CC(=O)N(Cc2ccccc2)C1=O (centres undefined)
  -1.5, -2, -2.4, 2.5, -3, 2, -4, ·, 1.2, 2
CCNC(=S)Nc1cccc(S(=O)(=O)NC2=NCCC2)c1
  2.6, 8, -0.3, 4.6, -1, -8, -2, 2, 0.4, -7
N/C(Cc1ccc([N+](=O)[O-])cc1)=N\OC(=O)c1ccco1
  6.2, -2, -1.3, 0.7, 16, 2, ·, 2, 0.7, -9
CC(=O)Nc1ccc(S(=O)(=O)Nc2ccc(C(=O)NCC(=O)O)cc2)cc1
  -2.2, 7, 0.9, -0.9, -1, -7, 4, 0, 0.3, -5
COc1ccc(/C=N/NC(=O)c2cccc(Br)c2)cc1CN1CCOCC1
  2.6, 30, -1.9, 2.1, 2, -30, ·, -1, 0.7, -11
Cc1occc1-c1nnc(SC(C)C(=O)Nc2ccccc2F)o1 (centres undefined)
  0.5, 0, -2.9, ·, 58, 0, -4, 42*, ·, 0
Cc1cc(F)ccc1S(=O)(=O)Nc1ncnc2sccc12
  4.4, -19, 0.0, -0.6, 1, 19, 8, 0, -2.2, -2
Cc1cccc(C)c1OCC(=O)OCC(=O)c1ccc2c(c1)NC(=O)CO2
  3.9, -9, ·, 1.4, 13, 9, -3, ·, -0.3, 1
Cc1ccc(C)c(NC(=O)c2oc(=O)c3ccccc3c2-c2ccccc2)c1
  4.0, -10, -2.7, 4.9, 12, 10, -5, -5, 0.7, 8
COc1ccc(CNC(=O)CCCSc2ccccc2)cc1
  2.4, ·, -2.4, 2.3, 1, ·, -5, -2, 0.9, 4
COc1ccc(OC)c(NC(=O)NC2CCCc3ccccc32)c1 (centres undefined)
  3.3, 59, 0.0, -0.1, -8, -59, -3, -3, 2.6, 2
C=CCN1CCN(Cc2cnc(Cl)s2)CC1
  3.5, 7, 0.4, 5.3, ·, -7, -2, ·, 3.9, 1
Cc1cc(C)c(C#N)c(Sc2nnnn2-c2ccccc2)n1
  1.4, -18, -0.7, 1.0, -6, 18, ·, -3, -1.7, 1
CCC(C)[C@H](NC(=O)N1CCn2c1nc1ccccc12)C(=O)NCc1ccccc1 (some centres undefined)
  2.0, 1, 5.1, 1.6, -9, -1, -2, 0, -0.5, 12
CNS(=O)(=O)c1ccc(NC(=O)c2cnn3c(C(F)F)cc(-c4ccccc4)nc23)cc1
  3.6, 50, 1.3, -4.5, 1, -50, ·, 2, -0.2, -14

Later entries
Every second line gives: phage Ecoli inh, SR-BI DiI inh, CAL PDZ FP-1, AddAB inh, MITF TRPM1 HTS, SR-BI DiI-HDL act, CAL PDZ FP-2, Wnt act, E coli growth, Tat export inh
O=C(/C=C/c1cccnc1)c1cccc(O)c1
  3.5, -18, 0.7, -1.4, -14, 18, -6, -1, -1.1, 1
CC(C)n1ncc2c(C(=O)N3CCN(Cc4ccc(Cl)s4)CC3)cc(C3CC3)nc21
  1.5, 27, -1.1, 0.3, -12, -27, -6, -2, -1.4, 18
NC(=O)CSc1nc2cc([N+](=O)[O-])ccc2n1-c1cccc(C(F)(F)F)c1
  2.9, 8, -1.8, 4.6, -9, -8, -2, -2, 0.7, 2
CC1(C)CC2(C)OC(=N)C1(C#N)C2(C#N)C#N (centres undefined)
  0.6, 3, 0.3, 4.6, -29, -3, -1, 1, 1.2, 0
CCN(CC)c1ccc(NC(=O)c2cccc(C)c2OC)c(C)c1
  3.6, 24, -0.8, 2.2, 32, -24, ·, ·, 0.7, 3

Record cards, from the list above:
Record of `COCCCN(CC(=O)Nc1ccc(N2CCOCC2)cc1)S(=O)(=O)c1ccc(C)cc1` : phage Ecoli inh = -0.9; SR-BI DiI inh = -8; CAL PDZ FP-1 = -1.5; AddAB inh = 1.0; MITF TRPM1 HTS = 1; SR-BI DiI-HDL act = 8; CAL PDZ FP-2 = -8; Wnt act = -2; E coli growth = -0.8; Tat export inh = 2
Record of `CC(=O)NC(=S)Nc1sc2c(c1C#N)CCCCC2` : phage Ecoli inh = 1.5; SR-BI DiI inh = -4; CAL PDZ FP-1 = -0.8; AddAB inh = ·; MITF TRPM1 HTS = 47; SR-BI DiI-HDL act = 4; CAL PDZ FP-2 = 0; Wnt act = 28; E coli growth = ·; Tat export inh = -7

Screens deposited in PubChem by several laboratories.
